Yfh1-depleted yeast: enhancers of respiration in Yfh1-depleted yeast, dose response, Friedreich's ataxia, plus single-dose screen (AID 1465); actives 0.074% (n = 220,000); fold induction at 50 µM, or EC50 in µM where a hit was titrated; S. cerevisiae Yfh1-off respiration, WST-1 reduction, 72 h; higher fold induction means a stronger effect;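 active = fold induction of absorbance versus untreated yeast above a set limit, then at least 30% activation at any dose in follow-up; inconclusive = repeats straddling the limit, or above it without dose testing; inactive = fold induction below the set limit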;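 also: activators that raise dye reduction in frataxin-depleted yeast; strong numbers were not always called active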
M17LAP inhibition: P. falciparum M17LAP inhibitors, primary screen, biochemical, fluorogenic H-Leu-NHMec substrate, 1536-well (AID 1619); inhibition, % at 30 µM; hits with a dose series show IC50 in µM; actives 0.38% (n = 220,000); recombinant M17LAP, H-Leu-NHMec fluorogenic kinetic assay; higher % means a stronger effect;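 active = compound inhibiting the enzyme by more than half at any dose during confirmatory dose-response retesting; inconclusive = strong single-dose inhibitors picked by rank but not retested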;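 also: plate controls were full reaction with DMSO carrier for no effect and no enzyme background for full effect; strong numbers were not always called active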
Dynein cargo inh: blocks dynein driven cargo transport along microtubules; 3617.4 mouse cells, GR-EGFP nuclear translocation imaging; test concentration mostly 20 µM; stimulated with dexamethasone, 1 µM; stronger effect = lower value; z-score, hits read low; AID 1381; actives 0.47% (n = 220,000);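 active = plate z-score of nuclear minus cytoplasmic receptor signal below a set negative limit, without overly bright fluorescence or cell loss, cut at about -3.5 in these data, passing the limit was not always enough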;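 also: z-score of nuclear minus cytoplasmic ring GR-EGFP intensity difference per well; some compounds called inactive have numbers as strong as hits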
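Buffer or medium: tet-free, stripped-serum medium; Also added: dexamethasone, 1.0 µM final; Technique: high-content fluorescence imaging after fixation; Times: 48 h induction, 1 h compound, 30 min dex at 37 °C; Read-out: per-cell GR-EGFP intensity, nucleus versus surrounding cytoplasmic ring, well-averaged.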
Ins promoter up: MIN6 insulin promoter up-regulation; AID 1625; z-score at 5 µM; actives 0.3% (n = 190,000); MIN6 insulin promoter-GFP reporter, high-content imaging; stronger effect = higher value;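 active = z-score above 3 at 5 µM with at least 500 cells counted in the well; inconclusive = wells under 500 cells, flagged as cytotoxic or low count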
P. falciparum M1AAP: P. falciparum M1AAP inhibitors, biochemical, fluorogenic H-Leu-NHMec substrate, 1536-well (AID 1445). recombinant M1AAP, H-Leu-NHMec fluorogenic kinetic assay; higher % means a stronger effect. one-dose inhibition, % at 30 µM; IC50 in µM for titrated hits. actives 0.42% (n = 220,000);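 active = primary inhibition above the hit cutoff, then over 50% inhibition at one or more dose response concentrations, cut at about 23% in these data, passing the limit was not always enough; inconclusive = conflicting primary data, or primary hits not chosen for dose response; inactive = low primary inhibition, or under 50% at every dose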;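 also: plate controls were DMSO full reaction for no effect and no enzyme background for full effect; strong numbers were not always called active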
Autophagy mod: autophagy modulation, high-content screen; MEF GFP-LC3 puncta imaging; test concentration mostly 10 µM; actives 0.98% (n = 190,000); calls only at 10 µM (by protocol); AID 463193;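 active = percentage of spot-positive cells more than 3 SD above its plate mean, without a fluorescence outlier flag or 80% toxicity; inconclusive = no clear call, values can overlap the other calls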;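 also: spot-positive cell cutoff set from DMSO-treated cells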
MT stabilizer: microtubule stabilization, imaging screen | HeLa tubulin immunostaining HCS, 24 h; share of cells brighter than vehicle mean+2SD | AID 2205 | % tubulin-high responders, % at 10 µM | actives 0.83% (n = 200,000);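 active = plate Z-score above 3 for both tubulin-high and condensed-nucleus cell shares, with cell loss under 80%, at 10 µM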;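 also: anti alpha tubulin signal scored within the nucleus-defined area of each cell; some results filed as inactive read as strong as hits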
CSM14.1 death rescue: protection against thapsigargin-triggered cell killing – 384-well, CSM14.1, ATP luminescence, primary screen (AID 1222) | CSM14.1 thapsigargin-induced death rescue, ATP luminescence; higher % means a stronger effect | one-dose cellular ATP content (survival), % at 20 µM; EC50 in µM for titrated hits | 190,000 tested, under 10 active;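 active = EC50 below 50 µM in the dose-response confirmation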;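 also: death triggered by thapsigargin at about 15 µM added after 2 h compound pretreatment; cell ATP read after overnight thapsigargin exposure of roughly 18 to 22 hours; normalized against plate controls of thapsigargin alone and 5% DMSO vehicle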
Lipid droplet: hepatic lipid droplet formation modulation; AML12 mouse hepatocytes, oleate lipid droplets, BODIPY imaging; actives 0.4% (n = 240,000); AID 1656; inhibition, % at 6.5 µM;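 active = lipid droplet intensity inhibited by at least 50%, with more than 500 cells counted; inconclusive = wells with under 300 cells, treated as cytotoxic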
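Test system: AML12 mouse liver cells; schedule: overnight exposure; technique: high-content imaging of BODIPY-stained droplets and DAPI nuclei; read-out: % inhibition of corrected integrated BODIPY droplet signal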
Dynein cargo inh cytoplasmic EGFP: also measured in Dynein cargo inh; calls as there; z-score; measured here: cytoplasmic GR-EGFP intensity; stronger effect = higher value
Dynein cargo inh nuclear GR-EGFP: second read-out of Dynein cargo inh, no call of its own (marks repeat the call); z-score; measured here: nuclear GR-EGFP intensity;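 lower value marks the stronger effect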
Dynein cargo inh cell count: recorded beside Dynein cargo inh, whose call it bears; z-score; measured here: cell count per field
Ins promoter up cell count: second read-out of Ins promoter up, no call of its own (marks repeat the call); cell count; measured here: cytotoxicity, nuclei count;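 total cells summed across four imaged fields per well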
Lipid droplet cells 6.5 µM: second read-out of Lipid droplet, no call of its own (marks repeat the call); cell count; measured here: cell count, cytotoxicity flag;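 cells counted across two imaged fields per well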
MT stabilizer Hoechst-high %: recorded beside MT stabilizer, whose call it bears; % Hoechst-high responders; measured here: nuclear condensation Hoechst responders;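 share of cells brighter than vehicle mean plus two SD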
MT stabilizer cytotoxicity %: also measured in MT stabilizer; calls as there; toxicity, %; measured here: cytotoxicity by cell density;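 0% = mean cell density of plate MIN control wells and 100% = no cells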
Autophagy mod cell loss 18 h: also measured in Autophagy mod; calls as there; toxicity, %; measured here: cell loss, nuclei count;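 cell loss after 18 h compound exposure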
* hit, by the source's call; i = inactive; u = inconclusive; x = not tested or not shown.

Structure,Autophagy mod cell loss 18 h,P. falciparum M1AAP,MT stabilizer cytotoxicity %,Dynein cargo inh nuclear GR-EGFP,MT stabilizer Hoechst-high %,MT stabilizer,Lipid droplet,Dynein cargo inh cytoplasmic EGFP,CSM14.1 death rescue,M17LAP inhibition,Lipid droplet cells 6.5 µM,Ins promoter up cell count,Ins promoter up,Dynein cargo inh cell count,Autophagy mod,Yfh1-depleted yeast,Dynein cargo inh
O=C(NCc1ccncc1)c1cccc(F)c1,12,6%,6.3,0.77,1.6,2.8,x,-0.22,0.2%,13%,x,1165,-0.71,0.59,i,i,0.65
COc1ccc(C(=O)NC(CO)c2nnc(SCc3ccc(Cl)c(Cl)c3)n2C)cc1 (centres undefined),-27,6%,9.2,-0.45,2.0,4.2,x,-0.14,-0.6%,-5%,x,1578,-0.37,0.54,i,i,-0.53
CC(C)c1ccc(/C=N/NC(=O)C(=O)NCCCN2CCOCC2)cc1,-3,14%,15,0.39,2.2,2.8,4,-0.26,-0.7%,11%,571,1324,0.51,0.13,i,i,0.42
Cc1ncc([N+](=O)[O-])n1CCOC(=O)NC(NCc1ccccc1)C(Cl)(Cl)Cl (centres undefined),-3,6%,11,0.08,1.3,1.4,x,-0.39,-2.7%,0%,x,1598,-0.52,0.42,i,i,-0.13
Cc1ccc(NC(=O)C2CCN(S(=O)(=O)c3c(C)[nH]c(=O)[nH]c3=O)CC2)cc1,1,14%,3.9,1.2,1.5,1.9,-2,0.2,-2.4%,5%,716,1954,-0.31,0.55,i,i,0.91
COCCCn1c2nc3ccccc3nc2c2c(=O)n(-c3ccccc3OC)c(C)nc21,-10,5%,6.2,0.83,1.2,2.9,30,-0.18,-1.0%,9%,776,1158,0.09,-0.47,i,x,0.81
Cc1ccc2c(c1)c1ncnc(N3CCOCC3)c1n2C,-1,9%,3.6,-0.19,0.6,1.6,x,-0.19,-2.2%,-208%,x,1164,0.02,0.53,i,x,-0.21
O=C(O/N=C(/c1ccccc1)c1ccncc1)c1ccccc1[N+](=O)[O-],44,10%,7.0,-0.12,1.5,2.8,6,-0.3,2.6%,4%,730,1417,0.07,0.92,i,i,-0.83
O=C(N/N=C/c1ccccc1F)c1csc2c1CCCC2,5,-2%,9.7,0.18,1.6,2.1,x,-0.19,-1.5%,0%,x,1516,0.5,1.1,i,i,-0.75
COc1ccccc1NC(=O)CS(=O)(=O)c1cn(CC(=O)N2CCOCC2)c2ccccc12,1,-2%,7.6,-0.26,2.5,3.5,0,-0.19,-1.8%,4%,717,1214,0,-0.12,i,i,0.061
C/C(=N\NC(=S)NC1CCCCC1)c1c(F)cccc1F,1,5%,6.4,0.064,4.2,2.8,-2,-0.055,-1.1%,13%,694,952,-1.6,-0.55,i,i,-0.26
CCOC(=O)C1=C(O)/C(=C/c2cc(OC)c(O)c(OC)c2)SC1=Nc1ccc(OC)cc1,-11,u,2.3,-0.52,6.1,3.6,-1,-0.14,2.6%,6%,550,x,x,0.71,i,i,-0.58
Cc1ccc(C2CC(C(F)(F)F)n3ncc(C(=O)NCc4ccco4)c3N2)cc1 (centres undefined),20,3%,3.6,0.00035,4.5,6.2,x,-0.18,-0.8%,-2%,x,1576,-0.68,0.63,i,i,0.19
O=C1C(C=NCCN2CCOCC2)=C(O)c2ccccc21,-1,3%,5.3,1,1.9,1.5,-1,-0.32,-4.7%,42%,743,1347,0.26,-0.13,i,i,-0.079
COc1cc(C2C3C(=O)N(c4ccc(F)cc4)C(=O)C3ON2c2ccccc2)ccc1O (centres undefined),1,3%,7.7,1.2,3.9,3.4,x,0.048,-2.8%,18%,x,1498,-1.2,-0.72,i,i,1.3
CCC(=O)Nc1ccc(N2CCN(Cc3ccccc3F)CC2)cc1,20,5%,1.6,-0.55,2.8,4.4,x,-0.36,-0.9%,8%,x,1161,0.46,0.89,i,i,-0.89
COc1ccc(S(=O)(=O)N2c3ccccc3OCC2C(C)(C)C)cc1 (centres undefined),-7,2%,23*,-0.34,52*,14*,8,-0.23,x,14%,703,1129,-0.37,1,i,i,-0.046
COC(=O)c1cc(NC(=O)Nc2cccc(Cl)c2)ccc1Cl,-26,0%,8.1,0.76,1.1,2.4,x,0.24,-2.1%,-8%,x,1140,-0.77,1.1,i,i,0.3
COc1cccc(N2CCN(S(=O)(=O)c3cccc4cccnc34)CC2)c1,23,12%,5.5,-0.05,2.0,3.9,5,-0.33,-1.2%,4%,724,x,x,0.46,i,i,-0.16
CC(=O)c1ccc(CCCCCCCCCC(=O)O)s1,25,0%,6.4,-0.53,2.1,2.7,x,-0.18,-0.3%,39%,x,1536,-0.12,0.1,i,i,-1.7
COc1cc(/C=N/NC(=O)c2ccncc2)ccc1OC(=O)c1ccccc1Cl,13,3%,7.1,-0.19,1.3,1.3,-3,-0.14,6.2%,-1%,725,1467,0.58,0.6,i,i,0.25
O=c1nc(N2CCOCC2)nc(N/N=C/c2ccc3c(c2)OCO3)[nH]1,16,7%,0.9,-0.12,1.2,4.4,11,-0.27,-1.4%,14%,620,1445,0.55,0.76,i,i,-0.13
CCSc1nc2sc3c(c2c(=O)n1-c1ccc(OC)cc1)CCN(C)C3,x,14%,x,0.29,x,x,18,0.68,x,17%,668,1350,-0.05,-0.32,x,i,0.48
CC1CCCCN1C(=O)CCn1c(=S)oc2ccccc21 (centres undefined),x,6%,x,-0.65,x,x,2,-0.29,x,1%,657,1401,-0.55,1.1,x,i,-1
CC(=O)N1CCc2cc(S(=O)(=O)NCCC(=O)NCCc3ccc(C)cc3)ccc21,12,1%,12,-0.15,2.3,5.7,-6,-0.18,-3.0%,-8%,749,1084,-0.68,-0.036,i,i,-0.83
CCOC(=O)c1cccc(NC(=O)CSc2nnc(C)n2Cc2ccccc2)c1,0,3%,10,0.17,3.5,4.7,-8,-0.22,-1.1%,9%,780,828,0.55,-0.24,i,i,-0.19
COc1ccccc1-c1nnc(NC(=O)c2ccc(S(=O)(=O)N(C)Cc3ccccc3)cc2)o1,7,-10%,31,0.63,2.7,3.5,11,-0.26,-0.7%,5%,723,1181,0.26,0.55,i,i,0.58
COCCCNC(=O)CCSc1ccc(Cl)cc1,-18,12%,10,0.58,2.9,2.2,x,-0.17,-0.4%,3%,x,1291,0.1,-0.39,i,i,0.42
CC(C)C(=O)Nc1ccc(NC(=O)c2ccccc2Cl)nc1,43,3%,12,0.47,1.8,4.7,-31,-0.017,1.8%,3%,733,858,0.97,0.17,i,i,1.6
COc1cc(/C=C2\SC(=S)N(Nc3ncc(C(F)(F)F)cc3Cl)C2=O)cc(OC)c1OC,-3,8%,5.2,0.83,2.1,2.6,x,-0.14,-1.1%,8%,x,1398,1.3,-1.1,i,i,1.5
O=c1[nH]cnc2sc3c(c12)CCC3,x,9%,x,-0.064,x,x,1,-0.26,x,13%,690,1038,-0.38,0.4,x,i,-0.025
CCOC(=O)C1=C(C)N=C2SCCC(=O)N2[C@@H]1c1cccs1,x,8%,x,0.78,x,x,0,-0.25,x,4%,695,1081,-0.51,0.36,x,i,0.64
CCS(=O)(=O)c1c([N+](=O)[O-])ncn1C,5,-5%,8.0,-1.7,2.2,1.9,28,0.43,-1.5%,-1%,604,1230,0.45,0.49,i,i,-2.7
COCCCNc1nc2ccccc2nc1NS(=O)(=O)c1ccccc1,8,5%,6.8,0.28,2.2,0.3,14,0.034,-1.0%,-8%,666,1631,0.34,-0.3,i,i,0.064
CCC1CCCCN1S(=O)(=O)c1ccc(S(=O)(=O)N(Cc2ccccn2)CC2CCCO2)cc1 (centres undefined),6,3%,7.7,-0.34,2.5,6.6,-60,-0.33,-2.7%,-13%,691,1224,-0.56,0.058,i,i,-0.21
CCCc1cc(=O)[nH]c(SCc2cc(=O)oc3c(C)c(C)ccc23)n1,2,5%,5.7,-0.43,2.0,3.4,-1,-0.28,-3.1%,12%,658,x,x,0.66,i,i,-0.6
Brc1ccc(-c2nnc(-c3ccccc3Br)o2)cc1,15,6%,7.9,0.47,2.7,2.5,x,-0.19,-0.5%,-2%,x,x,x,0.94,i,i,0.44
COc1ccc(Nc2cc(C(=O)NCc3ccco3)c3ccccc3n2)c(OC)c1,7,-4%,6.6,0.31,2.1,3.8,11,-0.27,-2.0%,2%,591,1464,-0.52,0.57,i,i,-0.18
COc1ccccc1NC(=O)/C=C/C(=O)O,11,2%,8.7,0.83,2.3,3.9,-6,-0.34,-0.9%,-9%,710,1286,0.55,-0.17,i,i,1.1
COC(=O)CC1=C(C(=O)OC)C(c2cccc(OCC(N)=O)c2)C(C#N)=C(N)O1 (centres undefined),-27,8%,17,0.062,3.2,6.4,x,-0.34,3.6%,-2%,x,1812,0.7,0.065,i,i,1.2

High-throughput results deposited in PubChem BioAssay by several laboratories.
